# Source: PubChem BioAssay
# MC4R antag cAMP: antagonists of human melanocortin 4 receptor (MC4R) | 0.48% of 360,000 active | inhibition, % at 6.5 µM | MC4R-expressing cells, MTII-stimulated cAMP, LANCE TR-FRET | P32245;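 active = inhibition above its plate's cutoff, the mean of tested wells on that plate plus 3 SD, cut at about 29% in these data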;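 also: 0% = Melanotan II alone and 100% = Melanotan II plus saturating MCL0020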
#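 system = U2OS cells with stable human MC4R expression | also added = Melanotan II challenge after compound preincubation | dosing = one concentration, 6.5 µM nominal | incubation = compound 30 min, challenge 1 h, detection 1 h | measured by = TR-FRET with Eu-cAMP and labeled anti-cAMP, 671 nm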
# CaV13 FRET inh: Disruptors of the CACNA1D IQ motif to Ca2+-dependent inactivation inhibitor domain association, primary screening, Förster resonance energy transfer in intact living …. HEK cells, CFP/YFP FRET ICDI-IQ, plate reader, 10 min; percent FRET-ratio fall versus neutral wells. inhibition, % at 12.3 µM. 0.098% of 340,000 active. AID 743397;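 active = mean replicate inhibition of at least 30% and at least 1% of replicates passing that level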;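 also: 0% = median of the neutral control wells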
# HTR2A ag: activates the mouse 5-HT2A serotonin receptor; P35363; CHO-K1 mHTR2A beta-arrestin complementation, luminescence; percent of 30 µM serotonin response; activation, % at 7.6 µM; 0.66% of 360,000 active; AID 624169;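 active = activation above a run cutoff, the mean activation of all tested compounds plus 3 SD, cut at about 14% in these data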;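 also: 0% = plate median of compound wells and 100% = 30 µM serotonin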
# Target sequence (P35363 whole entry, looked up): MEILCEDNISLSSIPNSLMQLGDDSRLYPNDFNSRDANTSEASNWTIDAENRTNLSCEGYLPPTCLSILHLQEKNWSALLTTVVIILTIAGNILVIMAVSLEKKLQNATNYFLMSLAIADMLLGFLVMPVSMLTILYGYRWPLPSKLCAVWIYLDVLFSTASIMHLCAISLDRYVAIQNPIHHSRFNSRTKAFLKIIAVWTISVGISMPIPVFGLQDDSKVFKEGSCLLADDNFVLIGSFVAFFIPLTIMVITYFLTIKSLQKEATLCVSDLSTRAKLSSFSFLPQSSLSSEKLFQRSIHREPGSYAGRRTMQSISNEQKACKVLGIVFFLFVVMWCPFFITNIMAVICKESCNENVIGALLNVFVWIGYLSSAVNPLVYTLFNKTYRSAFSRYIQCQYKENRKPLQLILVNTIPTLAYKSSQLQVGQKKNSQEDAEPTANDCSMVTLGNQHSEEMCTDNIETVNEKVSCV
# Glyco luc inh: blocks N-linked glycosylation in D54 reporter cells. D54 ERlucT glycosylation luciferase reporter, 24 h; percent of 100 nM tunicamycin response. reporter increase, % at 12.5 µM. 0.23% of 360,000 active;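 active = mean luciferase reporter signal, scaled so untreated is 0 and the glycosylation-blocking control 100, at or above a set limit in every replicate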;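 also: luciferase carries N-glycosylation sites so blocking glycosylation raises the light; 0% = median of neutral control wells and 100% = median of 100 nM tunicamycin wells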
# Vif inh: inhibitors of HIV Vif. HEK293T cells, Vif self-association by quenched fluorescence, imaging, 24 h. inhibition, % at 7.49 µM. 0.35% of 340,000 active. AID 602346; in the data active = inhibition above about 50%, passing the limit was not always enough; also: some results filed as inactive read as strong as hits
# ABCB6 inh 2: human ABCB6 transporter inhibition. 0.19% of 360,000 active. AID 602162. fluorescence ratio to DMSO, % at 10 µM. Q9NP58. K562-ABCB6 porphyrin accumulation, flow cytometry, 1 h; stronger effect = lower value;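 active = fluorescence ratio to DMSO below 75%, the collection mean minus 3 SD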;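 also: signal is porphyrin accumulated inside mitochondria; 100% equals median channel fluorescence of DMSO control wells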
# aDG glyco act: increases alpha dystroglycan glycosylation. 0.22% of 360,000 active. activation, % at 10 µM. AID 624168. Pro5-aDG cells, alpha-DG glycosylation AlphaScreen (IIH6); 0% Pro5, 100% B10-LARGE cell signal;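 active = activation of at least 8% versus controls, or a plate z-score of at least 8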;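 also: Pro5 are CHO cells carrying HIG-tagged alpha-DG that lacks glycosylation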
# PDI turbidity: PDI (human) enzyme inhibition; P07237; PDI insulin aggregation turbidity, A650, 90 min; inhibition, % at 10 µM; 0.052% of 350,000 active; AID 588391;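 active = mean inhibition across replicates of 30% or more, whatever share of single replicates reach that level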;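 also: absorbance from insulin aggregation driven by PDI reduction with DTT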
# Target sequence (P07237 whole entry, looked up): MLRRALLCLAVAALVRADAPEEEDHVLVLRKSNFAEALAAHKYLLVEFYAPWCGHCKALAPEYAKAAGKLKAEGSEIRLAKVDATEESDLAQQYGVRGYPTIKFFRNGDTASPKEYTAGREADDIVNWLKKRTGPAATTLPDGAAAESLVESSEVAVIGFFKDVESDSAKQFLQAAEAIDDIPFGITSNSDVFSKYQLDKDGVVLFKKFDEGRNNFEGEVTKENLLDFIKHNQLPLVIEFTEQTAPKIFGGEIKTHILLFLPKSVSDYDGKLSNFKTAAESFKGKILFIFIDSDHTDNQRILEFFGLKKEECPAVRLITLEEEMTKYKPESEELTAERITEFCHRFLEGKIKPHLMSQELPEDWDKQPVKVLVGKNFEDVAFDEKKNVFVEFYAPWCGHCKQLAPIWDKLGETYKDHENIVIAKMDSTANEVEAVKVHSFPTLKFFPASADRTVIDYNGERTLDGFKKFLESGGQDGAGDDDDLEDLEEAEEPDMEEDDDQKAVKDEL
# MC4R barr agon: human MC4R agonism via beta-arrestin; P32245; U2OS MC4R beta-arrestin complementation, luminescence; percent of melanotan II response, DMSO zero; activation, % at 8.9 µM; 0.98% of 360,000 active; AID 540308;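 active = activation above a per-plate cutoff, the mean activation of sample wells on that plate plus 3 SD, cut at about 8% in these data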
# Cardio protect: modulators protecting cardiomyocytes from myocardial damage. H9c2 cardiomyocytes, H2O2 injury protection, ATPLite, 2 h. protection from H2O2 cell death, % at 20 µM. 0.63% of 360,000 active. AID 588492;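 active = compounds giving at least 50% protection of heart cells from peroxide-induced death in the single-dose screen, raw or plate-pattern-corrected value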;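 also: 0% = DMSO wells with peroxide and 100% = DMSO wells without peroxide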
# The depositor's hits bear a star; i = inactive; . = no result given. Not a hit list; about 3.6% have a hit in one of these screens.
# Values run as follows: MC4R antag cAMP	CaV13 FRET inh	HTR2A ag	Glyco luc inh	Vif inh	ABCB6 inh 2	aDG glyco act	PDI turbidity	MC4R barr agon	Cardio protect
CCCCCn1c(N2CCOCC2)nc2c1c(=O)n(CC(N)=O)c(=O)n2C
 : 5	0	1	1	5	101	0.0	-4	-2.1	6
COc1ccc(OCC(=O)Sc2ccc(C)cc2)cc1
 : 7	-7	-1	3	.	100	-0.1	1	1.3	17
COc1ccc(SCCC(=O)NCc2ccncc2)cc1
 : 1	-2	2	1	-4	101	-0.2	-2	-1.6	0
Cc1cccc(OC(=O)c2ccncc2)c1C
 : 1	-1	0	1	6	93	-0.2	-7	-3.8	-7
Cn1c(CCNC(=O)c2ccco2)nc2cc(NC(=O)c3ccco3)ccc21
 : -6	-4	0	-2	-3	103	0.3	5	-1.5	1
COc1cc(C(=S)N2CCCC2)ccc1OCc1ccc(C)cc1
 : -6	-2	-3	-1	5	99	0.4	-14	-2.6	-9
COc1ccccc1N1CCN(C2CC(=O)N(C)C2=O)CC1 (configuration not stated)
 : 9	-3	-3	3	-1	100	-0.3	0	-1.2	0
O=C(N/N=C/c1ccc(OC(=O)c2cccc(Br)c2)cc1)c1cccnc1
 : -7	-5	7	4	-3	88	-0.2	-2	1.4	-2
CC(SCC(=O)NC(C)C1CC2CCC1C2)C(=O)O (configuration not stated)
 : 8	-2	-3	0	7	99	0.0	-14	-3.3	-1
O=C(N/N=C/c1ccccc1C(=O)O)c1cccc(S(=O)(=O)N2CCOCC2)c1
 : 7	-2	1	0	-1	101	-0.3	-4	-0.1	7
COc1ccc(C2(O)CCN(Cc3nnnn3Cc3ccc(F)cc3)CC2)cc1
 : -4	-7	-4	1	-15	100	-0.2	-2	4.9	-6
Cc1ccn2cc(CCNC(=O)C3CCCCC3)nc2c1
 : 4	-4	4	3	-11	96	-0.3	.	-0.3	5
O=C(O)c1cccc(S(=O)(=O)Nc2ccc(S(=O)(=O)N3CCOCC3)cc2)c1
 : -1	1	3	-1	8	89	-0.4	-1	0.2	2
Cc1ccccc1NC(=S)N(Cc1ccccc1)Cc1cccs1
 : -3	-4	5	-1	17	98	-0.2	-1	1.5	-5
CCC(=O)Nc1ccccc1C(=O)OCC(=O)c1ccc2ccccc2c1
 : 9	-4	0	1	-11	91	0.6	8	1.3	-12
CCOC(=O)C1=C(O)c2ccccc2C(=O)/C1=C\c1ccc(C)cc1
 : 25	.	-3	11	-7	i	0.7	-4	1.6	-15
COc1cc(C(=O)NCCN2CCCC2)cc(OC)c1OC
 : 7	-5	-4	-2	0	104	0.0	8	-1.2	8
CN(C)CCCNCCCNC(=O)/C(=N\O)c1ccccc1
 : 1	-5	1	1	-2	102	0.0	-1	2.8	1
COc1cccc(NC(=O)N2CCC(NC(=O)C3CCCCC3)CC2)c1
 : 2	-4	3	-2	-5	100	-0.1	2	-1.0	0
CN(CC(=O)N1CCOCC1)C(=O)CSc1nc2ccccc2s1
 : 9	-16	0	1	-8	99	0.0	6	0.4	10
N#C/C(=C/Nc1ccccc1C(=O)O)C(N)=O
 : 4	-2	4	1	11	91	0.0	-3	-1.1	-4
CSc1nncc(=O)[nH]1
 : 6	-7	-1	0	4	97	0.0	4	-1.4	4
CC(OC(=O)CCCOc1ccccc1)C(=O)Nc1ccc(Cl)cn1 (configuration not stated)
 : -1	-6	1	2	1	102	0.1	2	-1.9	-4
Cc1cnc(NC(=O)CCc2ccccc2)s1
 : 2	-5	-10	15	0	102	-0.2	4	-0.4	2
COC(=O)C1=CN(CC2CCCO2)C=C(C(=O)OC)C1c1cc(OC)c(OC)c(OC)c1 (configuration not stated)
 : 1	-4	0	2	-13	97	0.1	8	-1.6	6
C1=C[C@H]2CCCN3CC[C@@H]([C@@H]2[C@]32CO2)[C@H]1CCOCc1ccccc1
 : .	-5	4	.	.	97	0.0	.	.	.
CC(=O)Nc1ccc(S(=O)(=O)N(CC(=O)NCC2CCCO2)Cc2ccccc2Cl)cc1 (configuration not stated)
 : 13	-12	4	0	1	96	0.0	-9	1.4	6
N#Cc1ccc(N2CCN(C(=O)c3cccc(F)c3)CC2)c(F)c1
 : 21	0	-2	-2	-1	100	0.1	.	2.9	-10
Cc1ccc(N2CC(C(=O)Nc3c4c(nn3C(C)(C)C)CS(=O)(=O)C4)CC2=O)cc1C (configuration not stated)
 : -3	-7	4	1	-3	98	0.0	-2	-0.9	2
O=C(CSc1nnc(-c2ccc(Br)cc2)o1)Nc1cccc(C(=O)O)c1
 : 14	.	-1	-9	1	104	-0.1	4	-1.3	-4
CC(C)OC(=O)CSc1nnc2c3ccccc3n(C)c2n1
 : 2	8	-1	-1	3	94	-0.7	10	-0.3	-1
CC(C)CC(C)NNC(=O)c1cc2ccccc2[nH]1 (configuration not stated)
 : -2	-9	1	5	-11	95	-0.1	-9	1.7	0
COC(=O)c1c(C)n(-c2ccc(OC)cc2)c2ccc(O)cc12
 : -6	.	-7	-8	-19	94	0.3	5	-2.0	19
COc1ccc(CCNC(=O)CCC(=O)N2CCN(S(=O)(=O)c3ccc(Cl)cc3)CC2)cc1OC
 : 15	-4	5	1	-8	107	0.0	-3	1.1	-4
COC(=O)c1sccc1NC(=O)Cn1nnc(-c2ccc(C)cc2)n1
 : 2	-4	8	-2	-6	107	0.3	-2	6.5	-20
O=C(Nc1ccccn1)C1CCN(S(=O)(=O)c2ccc3ccccc3c2)CC1
 : 15	-7	-6	0	-2	96	-0.1	0	1.5	-3
CCCn1c(=O)c2c(nc3n2CCCN3Cc2ccccc2)n(C)c1=O
 : -9	-3	10	6	-13	103	0.1	-1	0.1	-3
CCCCCNCC(=O)Nc1cc(C(F)(F)F)ccc1OCCOC
 : -2	-5	-4	-2	-9	94	1.6	6	0.6	-9
C/C(CC(=O)Nc1ccccn1)=N\NC(=O)C(=O)Nc1cccc(C)c1
 : 8	.	0	1	17	.	0.1	-1	-0.9	-3
CCOC(=O)Cc1nnc(Nc2cccc(C)c2)c2ccccc12
 : 1	-6	5	0	-8	103	0.3	2	0.3	6
CCOc1ccc(N2CC(C(=O)NCCC3=CCCCC3)CC2=O)cc1 (configuration not stated)
 : 13	-6	-10	0	-2	93	0.2	2	0.7	2
COCCNC(=O)C[C@H]1C[C@H]2c3cc(NS(=O)(=O)c4ccc(F)cc4)ccc3O[C@H]2[C@H](CO)O1
 : 8	-3	2	2	-5	102	0.0	2	-0.5	-3
Cc1c(NC(=O)/C=C/C(=O)O)cccc1[N+](=O)[O-]
 : 1	-9	4	1	.	101	-0.3	-3	1.3	2
CN(CC(=O)NCc1ccccc1)S(=O)(=O)c1ccc2c(c1)CCC(=O)N2
 : 0	-14	-2	1	-5	100	-0.5	-2	1.9	0
Cc1ccc(COc2ccc(/C=N/O)cc2)cc1
 : 15	-3	-4	-9	-2	100	-0.5	-17	1.2	-12
FC(F)(F)c1ccc(Cl)c(NC2=NCCCCC2)c1
 : 2	-4	4	3	3	97	-0.1	0	-0.6	0
Cc1cc(-c2n[nH]c(=S)n2Cc2ccco2)nn1C
 : 8	-3	1	0	0	102	-0.3	7	-1.4	6
Fc1ccc2c(Cl)c(-c3nnc(-c4cccs4)o3)sc2c1
 : 17	-3	2	-10	21	105	-0.2	4	-0.9	-15
Cc1ccc(OCC(O)Cn2c(N3CCCCC3)nc3c2c(=O)[nH]c(=O)n3C)cc1 (configuration not stated)
 : 11	-5	3	1	.	97	0.0	8	0.1	3
Cc1ccccc1C(=O)c1cccn1CC(=O)NCc1ccc(Cl)cc1
 : 7	-7	3	1	10	100	0.8	4	-1.3	-2
CCN1C(=O)[C@H]2[C@@H](c3ccc(-c4ccc(Cl)c(Cl)c4)c(OC)c3)N[C@@](Cc3ccccc3)(C(=O)OC)[C@H]2C1=O
 : 18	-9	5	-7	1	97	0.8	2	1.0	-3
O=S(=O)(c1ccccc1)N1CC=C(c2ccccc2)CC1
 : 4	-6	0	1	0	93	0.2	-7	0.1	-11
O=C(CC(c1ccccc1)c1cc(Br)ccc1O)NCCCN1CCOCC1 (configuration not stated)
 : -1	-6	-9	-1	-4	104	0.0	2	0.8	-2
O=C(Nc1cccc(O)c1)c1cccc(NC(=O)c2cccs2)c1
 : 11	-3	5	2	-9	95	0.2	8	-2.6	-3
CC1CCN(C(=O)CN2C(=O)NC(c3ccccc3)(c3ccccc3)C2=O)CC1
 : -3	-2	5	0	-11	97	-0.1	5	-1.9	-11
C=CCn1c(Cc2c(C)[nH]c3ccccc23)nnc1SCC(=O)NCc1ccc(F)cc1
 : 0	-6	-1	-1	-6	94	0.1	6	1.0	8
CC(=O)Nc1ccc(S(=O)(=O)NCC(=O)OCC(=O)Nc2sccc2C(N)=O)cc1
 : 15	-6	0	2	-4	92	0.5	-1	1.5	0
O=C1CSC(=S)N1N=Cc1c(O)ccc2ccccc12
 : 5	-2	-6	0	4	123	0.1	2	-1.7	56*
COC(=O)c1ccc2c(=O)n(CCCCCC(=O)NCCNC(C)=O)c(=O)[nH]c2c1
 : 2	-4	2	1	-5	97	0.0	-3	-1.2	2
COCCCN1C(=O)C(CC(=O)NCCCCc2ccccc2)CC(C(=O)N(C(C)C)C(C)C)=C1C (configuration not stated)
 : .	-3	0	1	-7	97	-0.1	.	.	0

# Two consecutive entries from above, for reference:
# Values run as follows: MC4R antag cAMP	CaV13 FRET inh	HTR2A ag	Glyco luc inh	Vif inh	ABCB6 inh 2	aDG glyco act	PDI turbidity	MC4R barr agon	Cardio protect
CC(C)OC(=O)CSc1nnc2c3ccccc3n(C)c2n1
 : 2	8	-1	-1	3	94	-0.7	10	-0.3	-1
CC(C)CC(C)NNC(=O)c1cc2ccccc2[nH]1 (configuration not stated)
 : -2	-9	1	5	-11	95	-0.1	-9	1.7	0

# Next entries.
# Values run as follows: MC4R antag cAMP	CaV13 FRET inh	HTR2A ag	Glyco luc inh	Vif inh	ABCB6 inh 2	aDG glyco act	PDI turbidity	MC4R barr agon	Cardio protect
N#Cc1ccc(-c2c(-c3ccccc3)ncc3cc(F)ccc23)cc1
 : -6	-4	-7	3	.	97	0.5	-2	-0.8	10
COc1ccc(/C=C(/C#N)S(=O)(=O)c2ccc(C)cc2)cc1
 : 10	-5	2	-1	9	100	0.0	-8	0.5	-6
O=C(CSc1nc(Nc2ccccc2)nc(N2CCOCC2)n1)Nc1ccc(Br)cc1F
 : 13	-6	-1	-7	-9	97	0.2	3	-0.5	-9
COc1ccc(N2C3=C(C(=O)CC(C)(C)C3)C(c3ccccc3OC)C3=C2CC(C)(C)CC3=O)cc1
 : 8	24	1	-4	-7	103	0.2	-2	-0.3	2
CCOC(=O)c1c(NC(=O)CSc2nncs2)sc(C)c1C
 : -1	-5	2	1	-5	97	-0.3	12	1.0	-5
COc1ccc(Nc2ncnc3nc[nH]c23)cc1OC
 : 9	.	6	-2	3	97	-0.3	-7	0.7	7
CCOC(=O)NC(=O)COC(=O)c1ccc(O)cc1
 : 3	-6	-3	1	.	97	-0.3	4	-3.0	3
C=CCn1c(O)c(/C=C2\C=NN=C2c2ccccc2)sc1=S
 : 10	-2	5	0	-9	107	-0.1	-10	1.4	-5
O=C(Oc1cccc(NC(=O)c2ccco2)c1)c1cccc(S(=O)(=O)N2CCCC2)c1
 : 6	-4	-5	1	-4	94	-0.1	6	-1.6	-4
